From PubChem
TDP1 cell CPT – qHTS for Inhibitors of human tyrosyl-DNA phosphodiesterase 1 (TDP1): qHTS in cells in presence of CPT; 12% of 420,000 active; chicken DT40 Tdp1-/-;hTDP1 cells + 20 nM CPT, ATP luminescence, 48 h; AID 686979, 2013; Potency, µM (top dose mostly 46.2 µM), inactives show at the highest dose activity change, negative = growth inhibition, most hits filed as inhibitors; also: nearly all actives have a fitted effect of over 55% in size
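Chicken DT40 Tdp1-/- cells stably complemented with human TDP1 were seeded at 400 cells/well in medium containing 20 nM camptothecin, exposed to pin-transferred compounds, and grown at 37 °C for at least 48 hr. Viability was read as ATP luminescence.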
KAT2A inh – qHTS Assay for Inhibitors of GCN5L2. GCN5L2 HAT assay, ThioGlo1 CoA-SH fluorescence. Potency, µM (series often up to 58.9 µM), without a hit: top-dose activity change, negative = inhibition, hits mostly inhibitors. 0.21% of 390,000 active. AID 504327, 2011
Target sequence (Q92830 whole entry, looked up): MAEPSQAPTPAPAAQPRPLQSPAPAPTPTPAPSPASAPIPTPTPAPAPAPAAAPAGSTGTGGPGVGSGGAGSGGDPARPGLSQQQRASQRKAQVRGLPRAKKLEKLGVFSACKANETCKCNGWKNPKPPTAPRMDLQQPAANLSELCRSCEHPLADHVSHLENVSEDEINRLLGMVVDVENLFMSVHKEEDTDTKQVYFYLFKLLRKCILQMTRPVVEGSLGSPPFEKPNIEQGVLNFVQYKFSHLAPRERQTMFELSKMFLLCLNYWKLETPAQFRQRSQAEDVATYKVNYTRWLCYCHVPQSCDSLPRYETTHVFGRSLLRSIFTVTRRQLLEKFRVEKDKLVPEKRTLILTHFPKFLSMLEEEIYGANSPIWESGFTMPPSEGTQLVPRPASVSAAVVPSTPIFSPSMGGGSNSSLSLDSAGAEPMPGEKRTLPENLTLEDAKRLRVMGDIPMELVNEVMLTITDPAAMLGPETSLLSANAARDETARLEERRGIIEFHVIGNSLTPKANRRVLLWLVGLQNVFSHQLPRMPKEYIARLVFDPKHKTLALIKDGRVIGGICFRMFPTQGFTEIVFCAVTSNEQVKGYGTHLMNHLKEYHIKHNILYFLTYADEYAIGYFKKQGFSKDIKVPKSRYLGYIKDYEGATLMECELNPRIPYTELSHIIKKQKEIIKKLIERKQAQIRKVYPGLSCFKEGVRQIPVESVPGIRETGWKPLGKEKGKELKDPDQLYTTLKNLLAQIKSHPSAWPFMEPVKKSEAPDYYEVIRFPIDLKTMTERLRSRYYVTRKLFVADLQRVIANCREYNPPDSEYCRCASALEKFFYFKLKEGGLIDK
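Titration-based screen in which CoA formation is detected via maleimide probe ThioGlo1 (50uM) turning fluorescent on thiol reaction; substrates H3(1-25) 75uM and acetyl-CoA 70uM, GCN5L2 20nM, 20 min incubation at room temperature.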
TDP1 cell noCPT – qHTS for Inhibitors of human tyrosyl-DNA phosphodiesterase 1 (TDP1): qHTS in cells in absence of CPT; DT40 Tdp1-/- hTDP1 cells, no CPT, ATP luminescence, 48 h; Potency, µM (titrated, usually from 46.2 µM), for the others: top-dose activity change, negative = growth inhibition, hits mostly inhibitors; 15% of 420,000 active; also: nearly all actives have a fitted effect of over 55% in size
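Growth of hTDP1-complemented DT40 Tdp1-knockout cells is measured by ATP luminescence after at least 48 hr compound exposure at 37 °C, with DMSO substituting for the 20 nM CPT used in the parallel screen.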
Numbers without * were called inactive; ? = inconclusive; · = not tested or not shown; + = active, no number; & = joins results of further samples; [ ] = remark or other dose. Calls follow the shape of the dose curve; as a rule, active = well fitted curve in the direction sought with a large enough effect; inconclusive = small, poorly fitted or top-dose-only effect, or another doubt; inactive = no such curve, though single readings can be large; an effect the other way counts as inactive or inconclusive. % is scaled to controls: 0 for no effect and ±100 for the full control effect; potency is read from the fitted curve at half-maximal effect.

The line under a structure holds: TDP1 cell noCPT, TDP1 cell CPT, KAT2A inh
CCCCN(C(=O)c1ccc(C)c(S(=O)(=O)N2CCOCC2)c1)c1c(N)n(CCCC)c(=O)[nH]c1=O
    -11%, ?, -1%
COc1cccc(C(=O)CN(C(=O)c2ccc(Cl)c(Cl)c2)N2C(=O)C3CCCCC3C2=O)c1 (centres undefined)
    3%, -21%, ?
CC(=O)N1N=C(c2ccc(Br)cc2)CC1c1ccc(Br)cc1 (centres undefined)
    -16%, -16%, ·
O=C(c1ccc(-n2cnnn2)cc1)N1CCCCC1
    -3%, 2%, -4%
Cc1cc(C)c2c(n1)sc1c(=O)n(Cc3ccc(F)cc3)cnc12
    ?, -25%, 0%
CC(=O)Nc1sc(N/N=C/c2ccc(O)cc2)nc1-c1ccc(C)cc1
    11%, -17%, -2%
CCN(CC)c1ccc(C=Nc2ccc(C)cc2)c(O)c1
    -17%, -21%, -13%
Cc1c(Cl)cnc(NC(=O)COC(=O)c2cccs2)c1Cl
    25%, -16%, -6%
COc1ccccc1NC(=O)Cn1c(=O)sc2ccccc21
    -4%, ?, 2%
S=C(NCc1ccccc1)NNc1nc2ccccc2[nH]1
    ?, ?, ?
CCSc1nc(O)c(Cc2ccccc2)c(=O)[nH]1
    -5%, -11%, 0%
Cc1ccc(C)c(N2CCN(C(=O)c3ccc(N4CCOCC4)c([N+](=O)[O-])c3)CC2)c1
    16µM*, ?, -9%
Cc1ccc(S(=O)(=O)N/N=C\c2cccnc2)cc1
    -4%, -21%, -12%
O=C1CCc2cc(S(=O)(=O)NCc3ccc(F)cc3)cc3c2N1CCC3
    ?, -4%, 0%
CCn1c(-c2cccc(OC)c2)nc2cc(NC(C)=O)cc(C(=O)N3CCC[C@H]3C(=O)OC)c21
    5%, -2%, ·
Cc1cc(-c2csc(N)n2)c(C)n1-c1ccccc1
    ?, ?, 0%
Cc1onc(-c2ccccc2Cl)c1C(=O)Nc1nn[nH]n1
    -11%, 0%, -1%
Cc1cccc(N2CCN(S(=O)(=O)c3ccc4c(c3)OCCO4)CC2)c1C
    -28%, -12%, -11%
COc1ccc(NC(=O)COc2ccc(C(=O)NC3CCCc4ccccc43)cc2OC)cc1 (centres undefined)
    5%, -1%, 3%
COc1ccc(CNC(=O)c2cc3c(s2)-c2c(C)cccc2OC3)cc1
    -6%, -8%, -5%

Record cards (already shown):
Cc1cc(-c2csc(N)n2)c(C)n1-c1ccccc1 in the list: TDP1 cell noCPT: ?; TDP1 cell CPT: ?; KAT2A inh: 0%
CCSc1nc(O)c(Cc2ccccc2)c(=O)[nH]1 in the list: TDP1 cell noCPT: -5%; TDP1 cell CPT: -11%; KAT2A inh: 0%

Later entries.
The line under a structure holds: TDP1 cell noCPT, TDP1 cell CPT, KAT2A inh
CCn1c(SCc2cc(=O)[nH]c3ccccc23)nc2c1c(=O)n(C)c(=O)n2C
    ?, ?, ·
COc1ccc(CCNC(=O)CCN2C(=O)c3cccc4cccc(c34)C2=O)cc1OC
    10%, ?, -15%
COc1ccccc1CNC(=O)c1ccc2c(c1)N(Cc1ccc(C)cc1)CCS2
    ?, 16µM*, -1%
CCN(CC(=O)Nc1ccccc1C(F)(F)F)C(=O)CCc1nc2ccccc2c(=O)[nH]1
    10%, -22%, -1%
COc1ccccc1C(=O)NC(=S)NC12CC3CC(CC(C3)C1)C2
    -21%, -23%, 2%
C#CCOCCOCCOCCNc1nc(N2CCN(C(=O)C(Cc3ccc(O)cc3)n3cc(C(N)C(C)CC)nn3)CC2)nc(N2CCN(C(=O)C(Cc3ccc(O)cc3)n3cc(C(N)C(C)CC)nn3)CC2)n1 (centres undefined)
    6%, 16%, 4%
CCOc1ccc(-c2c(C(=O)N/N=C/c3ccoc3)nnn2-c2nonc2N)cc1
    15%, -12%, -3%
COc1ccc(C(CCNCc2ccccc2)c2ccc(F)cc2)cc1 (centres undefined)
    ?, ?, -6%
COc1ccc(NC(=O)C2CC(=O)N/C(=N/NC(=O)c3ccc(Cl)cc3)S2)cc1 (centres undefined)
    5%, -3%, -5%
CN1CCN(c2ncnc3c2ncn3[C@H]2CN(Cc3ccc(Cl)cc3)C[C@@H](CO)O2)CC1
    ?, ?, ·
CCOC(=O)C1=C(c2ccccc2)NC(=O)NC1c1ccc(N(C)C)cc1 (centres undefined)
    -25%, -38%, -6%
O=C1c2ccccc2NC(c2cccc(O)c2)N1Cc1ccco1 (centres undefined)
    ?, ?, 3%
CS(=O)(=O)N1CCc2cc(C(=O)N3CCN(c4ccccc4)CC3)ccc21
    ?, ?, -10%&-3%
COCc1nc(-c2ccc(-c3ccc(C)cc3)nc2OC)no1
    -15%, -7%, -4%
CCc1cc2c(C)cc(=O)oc2cc1OC(=O)C1CCCN1C(=O)OC(C)(C)C (centres undefined)
    ?, ?, 0%
CC(C)OC(=S)N/C(=N\S(=O)(=O)c1ccccc1)c1ccccc1
    -1%, 7%, -1%
COc1cccc(C2c3c(oc4cc(C)c(C)cc4c3=O)C(=O)N2CCCN(C)C)c1 (centres undefined)
    -19%, -10%, -4%
CCC(CO)NCc1ccccc1OC(C)C (centres undefined)
    11%, 3%, -8%
COc1cccc(NC(=O)c2ccccc2-c2nc(-c3ccc(Cl)cc3)no2)c1
    ?, 3%, -2%
CCCc1cc2c(=O)c(-c3ccc4c(c3)OCCO4)coc2cc1OC(=O)c1ccco1
    ?, ?, -6%
CC(C)c1nc(SCC(=O)NC2CCCC2)c2ccccc2n1
    ?, -26%, -2%
CCc1ccccc1NC(=O)CSc1nnc([C@@H](NC(=O)OC(C)(C)C)C(C)C)o1
    -11%, -18%, -1%
C=C(C)Cn1c(SCC(=O)N/N=C/c2ccccc2)nc2ccccc2c1=O
    -28%, ?, -2%
CCc1ccc(NC(=O)C(=O)NCC(c2cccnc2)N2CCN(C)CC2)cc1 (centres undefined)
    ?, -23%, ?
CC(C)(C)CC(C)(C)c1ccc(OCC(=O)N/N=C/c2ccc(S(=O)(=O)O)o2)cc1
    -10%, 13%, 3%
O=C(OCn1nnc2ccccc2c1=O)c1cccnc1Cl
    -1%, -25%, 1%
Cc1ccccc1N=C1c2cc([N+](=O)[O-])ccc2-c2ncccc21
    ?, ?, 11%
COc1ccccc1-c1nn2c(=O)cc(CN3CCN(C(=O)/C=C/c4ccccc4)CC3)nc2s1
    23µM*, ?, -5%
Cc1ccc(CNC(=O)C2CC2c2ccccc2)cc1 (centres undefined)
    -4%, 7%, -1%
COc1cc(NC(=O)c2ccco2)c(OC)cc1NC(=O)CCC(=O)Nc1cc(C)cc(C)c1
    ?, ?, -1%

Part of the list above in order of molecular weight, high to low.
The line under a structure holds: TDP1 cell noCPT, TDP1 cell CPT, KAT2A inh
CC(C)(C)CC(C)(C)c1ccc(OCC(=O)N/N=C/c2ccc(S(=O)(=O)O)o2)cc1
    -10%, 13%, 3%
Cc1ccccc1N=C1c2cc([N+](=O)[O-])ccc2-c2ncccc21
    ?, ?, 11%
Cc1ccc(CNC(=O)C2CC2c2ccccc2)cc1 (centres undefined)
    -4%, 7%, -1%

Remaining list, next part.
The line under a structure holds: TDP1 cell noCPT, TDP1 cell CPT, KAT2A inh
COC(=O)c1ccc2c(c1)NC(=O)C(N(CC(C)C)CC(C)C)S2 (centres undefined)
    ?, ?, -6%
CC(C)Oc1ccc(C2CCC(=O)NC2=O)cc1 (centres undefined)
    -7%, -15%, -12%
C[C@@H]1CN([C@H](C)CO)S(=O)(=O)c2ccc(C#Cc3ccccc3F)cc2O[C@H]1CN(C)C(=O)c1ccc2c(c1)OCO2
    6.5µM*, 18µM*, ·
COc1ccc(N2CCN(CC(O)COc3ccc(C(C)(C)C)cc3)CC2)cc1 (centres undefined)
    ?, ?, -5%
CCc1nc2ccc(C(=O)NCCC(C)C)cn2c1N(CCN(C)C)CC1CC1
    -6%, -9%, ·
Cn1c(SCc2cnc(-c3ccccc3)s2)nnc1C1COc2ccccc2O1 (centres undefined)
    -13%, -25%, -2%
Cc1ccc(-c2nc3cc(C)c(Br)c(C)n3c2Cc2ccccc2)cc1
    7.3µM*, 2.3µM*, ·
Cc1ccccc1C(=O)n1nc(-c2ccco2)nc1NCc1ccc(Cl)cc1
    ?, ?, -5%
CC(C)CC(C(=O)OCC(=O)Nc1ncc(Cl)cc1Cl)N1C(=O)c2ccccc2C1=O (centres undefined)
    -22%, -7%, -17%
COc1cc(OC)c(OC)cc1CNC(=O)c1cc(=O)c2ccccc2o1
    ?, -16%, -5%
N#CCCn1nc(-c2ccc([N+](=O)[O-])cc2)cc1Nc1ccccc1NC(=O)C(F)(F)F
    ?, ?, 45%[activator]
C/C(N)=C(/C#N)C(=O)CSc1nc2ccc(C)cc2[nH]1
    -1%, -3%, -11%
COC(=O)N/N=C/c1ccc(-c2cc(Cl)ccc2Cl)o1
    -3%, 6%, 41%[activator]
CC(C)(C)NC(=O)C(c1ccccc1)N(C(=O)c1ccco1)C1CC1 (centres undefined)
    -14%, -2%, 1%
CC1CN(C(=O)CNC(=O)COc2ccccc2)CC(C)O1 (centres undefined)
    11%, -26%, 2%
CCc1ccc(CNC(=O)c2ccc3nc(C(C)C)oc3c2)cc1
    ?, ?, 0%
O=C(C[n+]1ccccc1)N/N=C/c1cc(Br)ccc1F
    -17%, -1%, -3%
COc1ccccc1CCNc1ncnc2sc(C(=O)N3CCCCC3)c(C)c12
    ?, ?, ·
CC(C)C(C)NC(=O)CSc1nc2scc(-c3ccco3)c2c(=O)n1-c1ccccc1 (centres undefined)
    ?, ?, -11%
Cc1nc2nc[nH]n2c(=O)c1CCC(=O)Nc1ccc(F)cc1
    -6%, 13%, 2%
CC(C)C[C@@H](CSc1ccccc1)N1CCN(C)CCC1=O
    -7%&-3%, 6%&-3%, 2%
O=C(c1cc(C(=O)N2CCN(c3ccc(F)cc3)CC2)cc([N+](=O)[O-])c1)N1CCN(c2ccc(F)cc2)CC1
    4.6µM*, 8.2µM*, -11%
CCOC(=O)c1c(NC(=O)C2C3C=CC(C3)C2C(=O)O)sc2c1CCC(C)C2 (centres undefined)
    -28%, -23%, -4%
Cc1ccc(Cc2c(C(C)(C)C)nc3cc(C)c(Br)c(C)n23)cc1
    ?, ?, ·
CCOC(=O)c1nc(Nc2ccc(C(=O)OC)cc2)c2ccccc2n1
    21µM*, 16µM*, -6%&-2%
Cc1[nH]c(=O)[nH]c(=O)c1S(=O)(=O)N(CC(C)C)CC(C)C
    -12%, -11%, -4%
CCCCC1CCC(C(=O)N2CCOCC2)CC1 (centres undefined)
    -17%, 0%, 2%
CSc1ccc2c(c1)N(CCC1CCCCN1C)c1ccccc1S2 (centres undefined)
    16µM*, 15µM*, -7%&-2%&5%
CC(C)(C)c1cc(NC(=O)NN2CCOCC2)nn1-c1c(Cl)cc(Cl)cc1Cl
    15µM*, ?, 1%
CSc1ncc(C(=O)NCc2ccc(F)cc2)c(-c2ccccc2)n1
    +, -13%, -11%

Quoted from the listing.
TDP1 cell CPT, CSc1ccc2c(c1)N(CCC1CCCCN1C)c1ccccc1S2 (centres undefined) = 15µM*
KAT2A inh, CCOC(=O)c1nc(Nc2ccc(C(=O)OC)cc2)c2ccccc2n1 = -6%&-2%

Additional results
The line under a structure holds: TDP1 cell noCPT, TDP1 cell CPT, KAT2A inh
CCOC(=O)N1CCC(NC(=O)C2CCN(C(=O)c3cc4sccc4n3CC)CC2)CC1
    16µM*, ?, -3%
COc1ccc(CSc2n[nH]c(C)n2)cc1[N+](=O)[O-]
    -25%, -20%, -3%
CCc1ccccc1N(CC(=O)NCCc1ccccc1)C(=O)CCC(=O)Nc1ccccn1
    ?, -12%, -8%
O=C(NCCN1CCCC1)c1ccc(Cl)cc1Cl
    6%, 3%, -4%
O=C(NC1CCS(=O)(=O)C1)c1ccc(S(=O)(=O)N2CCCCC2)cc1 (centres undefined)
    3%, 1%, -9%
O=C(Oc1cccc(F)c1)c1ccc2c(=O)n3c(nc2c1)CCC3
    -13%, -12%, -4%
c1ccc(OCCCc2nc(-c3cccnc3)no2)cc1
    -1%, -17%, -12%
CCN(C(=O)Cn1nc(Cc2cccnc2)c2ccccc2c1=O)c1cc(C)ccc1C
    23µM*, 23µM*, -8%
Cc1ccccc1NC(=O)Cc1nc(COC(=O)c2cc([N+](=O)[O-])ccc2NCCO)cs1
    ?, ?, 3%
CN(C)CCn1c(NC(=O)c2ccc(Cl)cc2)nc2ccccc21
    ?, ?, 0%
OC[C@H]1OC(O)[C@H](O)[C@@H]1O (some centres undefined)
    12%, 10%, -7%
Fc1ccc(Nc2ccnc(-c3ccoc3)n2)cc1
    -4%, -22%, -9%
